Compound activity deposited in PubChem BioAssay by several laboratories.
CSN inh: inhibitors of CSN-mediated cullin deneddylation, primary screen, biochemical, fluorescence polarization, uHTS. AID 651999, 2013. Purified CSN, SCF-Nedd8-OG deneddylation. hit rate 0.38% among 360,000. inhibition, % at 12.5 µM. COP9 signalosome complex subunit 5 (Homo sapiens), Q92905;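 active = pattern-corrected inhibition above about 35%, with an unprinted fluorescence ratio check between 0.5 and 1.5, limit read from the data, passing the limit was not always enough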;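 also: 0% = enzyme with substrate and 100% = substrate without enzyme; some results filed as inactive read as strong as hits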
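Assay system: Purified human Csn5 enzyme expressed in HEK293T cells | Amount: Enzyme 0.24 nM | Measured by: Fluorescence polarization readout | Medium: Tris/NaCl/DTT buffer, pH 7.5 | Compound dosing: One concentration, 12.5 µM, 0.25% DMSO | Times: 90 min incubation of compound, enzyme and substrate at room temperature | Control set: no-enzyme wells high, enzyme-with-substrate wells low | Read-out: % inhibition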
eLon inh: inhibitors of E. coli Lon protease, primary screen, biochemical, fluorescence polarization; P0A9M0; purified E. coli Lon protease; inhibition, % at 7.94 µM; hit rate 0.42% among 360,000; AID 602123, 2011; in the data active = inhibition above about 13%, passing the limit was not always enough;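 also: 0% = enzyme with probe and DMSO and 100% = no enzyme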
Neddyl block: inhibitors of cullin neddylation, primary screen, biochemical, TR-FRET, uHTS, NAE and Ubc12; AID 651699, 2012; NEDD8-conjugating enzyme Ubc12 (Homo sapiens) + NEDD8-activating enzyme E1 regulatory …; calls only at 25 µM; hit rate 0.58% among 360,000; in the data active = inhibition above about 36%
Target sequence (P61081 whole entry, looked up): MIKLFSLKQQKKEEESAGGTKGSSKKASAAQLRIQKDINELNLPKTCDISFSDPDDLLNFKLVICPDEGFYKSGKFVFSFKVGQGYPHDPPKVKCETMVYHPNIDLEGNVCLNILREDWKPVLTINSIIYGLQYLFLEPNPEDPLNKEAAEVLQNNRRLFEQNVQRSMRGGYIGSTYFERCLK
Target sequence (Q13564 whole entry, looked up): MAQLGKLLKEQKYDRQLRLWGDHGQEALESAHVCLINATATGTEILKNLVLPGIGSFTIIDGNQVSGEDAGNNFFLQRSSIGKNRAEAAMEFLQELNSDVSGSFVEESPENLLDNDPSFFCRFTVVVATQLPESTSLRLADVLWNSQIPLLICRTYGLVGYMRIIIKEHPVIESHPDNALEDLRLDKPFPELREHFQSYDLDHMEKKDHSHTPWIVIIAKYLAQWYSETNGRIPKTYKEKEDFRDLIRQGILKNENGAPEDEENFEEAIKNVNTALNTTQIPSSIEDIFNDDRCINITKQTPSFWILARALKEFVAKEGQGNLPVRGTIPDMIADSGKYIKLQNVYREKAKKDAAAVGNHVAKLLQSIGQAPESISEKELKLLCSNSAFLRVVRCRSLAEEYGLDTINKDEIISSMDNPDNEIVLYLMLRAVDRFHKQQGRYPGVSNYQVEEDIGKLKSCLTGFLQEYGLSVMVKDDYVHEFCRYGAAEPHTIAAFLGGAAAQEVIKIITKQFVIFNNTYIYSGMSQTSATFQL
FAS TE block: FAS thioesterase domain inhibitors, primary screen, biochemical, fluorescence intensity, uHTS | Fatty acid synthase (Homo sapiens), P49327 | recombinant FAS-TE, OMFH fluorogenic substrate, fluorescence endpoint | inhibition, % at 15 µM | hit rate 0.67% among 360,000;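 active = compounds whose normalised, plate-corrected inhibition of enzyme fluorescence in the single-dose primary screen is 50% or more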;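 also: 0% = DMSO with enzyme and 100% = substrate without enzyme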
Tb MetRS inh: T. brucei MetRS inhibitors, primary screen, biochemical, luminescence; methionyl-tRNA synthetase (Trypanosoma brucei brucei); purified T. brucei MetRS, ATP depletion, Kinase-Glo luminescence; inhibition, % at 11.9 µM; hit rate 0.4% among 360,000; AID 624268, 2012;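 active = inhibition above a per-plate cutoff of the control wells' mean inhibition plus 3 SD, cut at about 5.5% in these data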;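 also: 0% = DMSO wells median and 100% = median of wells with control inhibitor compound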
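Material: T. brucei methionyl-tRNA synthetase, purified; reagent: substrates ATP, L-methionine and bulk Escherichia coli tRNA; dosing: 11.9 µM single point; timing: 15 min plus 2 h at 25 °C; detection: luminescence of leftover ATP; evaluation: % inhibition; control set: DMSO-only wells as low control; replicates: singlicate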
MsrA inhibitor: bovine MsrA enzyme inhibitors, primary screen, biochemical, absorbance, HTS | Methionine sulfoxide reductase A (Bos taurus) | purified bovine MsrA, absorbance read-out | inhibition, % at 15.5 µM | hit rate 0.75% among 360,000 | AID 651718, 2012; in the data active = inhibition above about 4.5%;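 also: 0% = vehicle wells with enzyme and 100% = reference inhibitor wells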
bovine MsrA act: bovine MsrA enzyme activators, primary screen, biochemical, absorbance, HTS | AID 602163, 2012 | activation, % at 10.6 µM | hit rate 0.3% among 360,000 | Methionine sulfoxide reductase A (Bos taurus) | purified bovine MsrA, absorbance read-out; in the data active = activation above about 7.5%;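 also: 0% = vehicle and 100% = reference activator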
MLLE-PAM2 inh: inhibitors of PABP1 MLLE–PAM2 peptide binding, primary screen, biochemical, fluorescence polarization, FITC-PAM2, GST-MLLE; Polyadenylate-binding protein 1 (Homo sapiens), P11940; inhibition, % at 20 µM; hit rate 0.36% among 360,000; in the data active = inhibition above about 35%, passing the limit was not always enough;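 also: plate controls were DMSO wells with GST-MLLE for no effect and wells lacking GST-MLLE protein for full effect; some results filed as inactive read as strong as hits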
Rin1-Abl PPI inh: inhibitors of Rin1-Abl protein binding, primary screen, biochemical, TR-FRET. Tyrosine-protein kinase ABL1 (Homo sapiens) + Ras and Rab interactor 1 (Homo sapiens), …. inhibition, % at 7.35 µM. hit rate 0.4% among 360,000. AID 588664, 2011; in the data active = inhibition above about 5%, passing the limit was not always enough
* marks the source's active call; other numbers are inactive results; i = inactive; nt = no result given.

Every second line gives: CSN inh	eLon inh	Neddyl block	FAS TE block	Tb MetRS inh	MsrA inhibitor	bovine MsrA act	MLLE-PAM2 inh	Rin1-Abl PPI inh
O=C(CSc1ccncc1)Nc1ccc(S(=O)(=O)Nc2nccs2)cc1
  8.1	-11.2	i	-6.6	-0.4	1.3	-4.5	2.9	0.4
Cc1nc2ccccc2c2c1C(=O)N(c1ccc(C(=O)O)cc1)C2=O
  -3.3	-2.2	i	-1.4	-0.2	0.5	-0.4	-19.8	2.5
Cc1[nH]c(C)c(C(=O)/C=C/c2ccc([N+](=O)[O-])cc2)c1C
  1.7	-18.2	i	3.8	0.7	1.7	-1.2	-1.6	-2.9
CC(=O)c1cccc(CN2CCCC(CCC(=O)NCc3ccc(C)o3)C2)c1 (stereo not drawn)
  0.3	-0.8	i	-4.6	-0.4	0.8	-2.1	14.1	-0.7
CCOc1ccc(NC(=S)N2CCN(S(C)(=O)=O)CC2)cc1
  2.6	-6.3	i	-1.8	-0.4	-1.9	-0.1	-33.0	0.7
Cn1ccnc1Sc1ccc(/C=N/NC(=O)c2ccccc2O)cc1[N+](=O)[O-]
  -16.3	-1.4	i	22.5	1.5	1.8	-7.5	6.4	-3.8
Cc1ccc(-c2nn(-c3ccccc3)cc2/C=C/C(=O)O)o1
  0.4	-1.2	nt	-5.1	-0.3	1.9	-10.8	27.4	0.3
Cc1ccc(SCc2nc3ccccc3n2CC(=O)Nc2ccccc2)cc1
  2.5	-3.0	i	15.8	2.0	1.7	-2.5	5.0	-0.5
O=C(C[n+]1ccc(/C=N/O)cc1)N(Cc1ccccc1)Cc1ccccc1
  5.1	5.3	i	-19.7	-0.4	1.5	-1.9	-1.9	-1.6
Cc1ccc(S(=O)(=O)Nc2ccccc2C(=O)NCc2cccnc2)cc1
  -10.1	1.6	i	-6.3	0.3	2.6	-4.0	-15.1	2.3
C/C(=N\NC(=O)CC#N)c1cc2ccc(O)cc2oc1=O
  0.3	-23.1	nt	-25.6	1.4	0.4	-2.2	48.5	-2.8
COc1ccc(C(=O)N2CCN(c3cccc(Cl)c3)CC2)cc1
  4.6	-12.1	i	9.0	0.1	-0.8	-4.3	-4.5	3.5
CCOc1ccccc1N1CCN(C(=O)c2cn(CC3CCCCC3)nn2)CC1
  1.1	-18.2	i	8.4	-0.3	-0.1	-1.5	4.2	-1.0
CCCCOCCCNC(=O)N[C@@H](CC(C)C)C(=O)O
  4.9	-5.1	i	-6.8	-0.3	-0.8	-0.2	-1.6	4.5
Cc1ccc2occ(/C=N/NC(=O)c3ccc(O)cc3)c(=O)c2c1
  7.9	6.7	i	15.4	-0.1	1.1	-2.6	18.9	-1.2
Cn1c(=O)[nH]c(=O)c2c1nc(SCC(=O)Nc1ccccc1)n2Cc1ccccc1
  2.3	-0.6	i	2.6	-0.2	0.8	-0.9	6.9	-0.6
Cc1ccc(NC(=O)[C@@H](C)NC(=O)[C@@H]2Cc3ccccc3CN2)cc1
  -0.9	1.6	i	-7.2	-0.2	-0.2	-1.4	-1.3	1.6
O=c1cc(O)c2sc3nc(-c4ccccc4)cc(C(F)(F)F)c3c2[nH]1
  1.5	-8.8	i	-5.4	-0.3	0.8	-9.6	-10.7	-2.7
CCOC(=O)c1ccc(NC(=O)COC(=O)c2cccc(Oc3ccccc3)c2)cc1
  -0.9	-2.5	i	26.4	-0.4	0.2	1.2	-14.4	-0.4
Cc1nc2sc(C(c3ccccc3)N3CCOCC3)c(O)n2n1 (stereo not drawn)
  1.6	-0.3	i	-5.1	-0.2	-0.6	-1.6	3.6	2.0
Cc1nn(Cc2cccc(C(=O)Nc3ccn(Cc4c(F)c(F)cc(F)c4F)n3)c2)c(C)c1[N+](=O)[O-]
  -0.8	1.1	i	30.8	-0.6	2.7	-10.0	-1.7	-0.5
CC1=C(C(=O)O)N2C(=O)C(NC(=O)c3c(F)cccc3F)C2SC1 (stereo not drawn)
  -4.4	-4.7	i	-1.5	-0.3	-1.7	0.4	34.3	1.0
COC(=O)C1=C(C(=O)OC)[C@@H]2N(C)c3ccc(OC)cc3[C@@]23C[C@@H](C(=O)OC)N(C(=O)c2ccco2)C3=N1
  -3.1	3.6	i	-12.5	-0.1	-0.1	-3.2	4.5	2.5
O=C(CN1CCN(S(=O)(=O)c2ccc(Br)cc2)CC1)N/N=C/c1cc([N+](=O)[O-])ccc1Cl
  -8.2	8.4	i	34.5	-0.4	0.0	-2.4	7.6	-3.3
O=C(NC(Cc1c[nH]c2ccccc12)C(=O)O)/C(=C/c1ccco1)NC(=O)c1ccccc1 (stereo not drawn)
  -2.5	-0.1	i	-1.4	-0.3	2.0	-8.6	-5.3	0.1
CCN1C(=O)/C(=C2/Sc3ccc(OC)cc3N2C)SC1=Nc1cccc(O)c1
  1.7	-2.2	i	2.2	-0.4	-0.4	-0.9	28.2	-2.6
CCOC(=O)c1c(NC(=O)Cn2nnc(-c3ccc(Cl)cc3)n2)sc(CC)c1C
  4.5	-3.4	i	15.5	-1.1	-0.4	-7.8	5.4	4.7
CCCN(CC1CC1)C(=O)COC(=O)c1ccc2c(c1)C(=O)N(c1ccc(OCC)cc1)C2=O
  3.9	-11.8	i	22.9	-0.7	-0.6	-3.9	12.3	-0.8
CC(=O)c1cccc(NC(=O)CN2C(=O)C(=O)N(Cc3ccco3)C2=O)c1
  -1.9	-16.6	i	-8.2	-0.2	0.9	-3.6	1.9	1.5
C[C@@H](C(=O)NC1CCN(Cc2ccccc2)CC1)N1C(=O)N2CCc3c([nH]c4ccccc34)[C@@]2(C)C1=O
  2.2	-6.6	i	2.8	-0.7	0.0	-0.9	-17.3	1.3
COc1ccc(-c2cc3nc(C)cc(N4CC(C)CC(C)C4)n3n2)cc1 (stereo not drawn)
  -0.6	0.1	nt	46.1	-0.3	-0.1	1.9	-9.6	-0.6
CCN(CC)C(=O)Nc1ccc(C(=O)OC)cc1
  1.4	-4.5	i	-0.5	-0.6	-1.6	-2.5	3.0	-1.2
COc1ccccc1N(CC(=O)N1CCOCC1)S(C)(=O)=O
  -0.8	-4.4	i	-6.5	-0.1	-0.1	-1.9	2.2	-1.7
Cc1ccc(CNC(=O)C(OC(=O)c2ccco2)C(C)C)cc1 (stereo not drawn)
  -7.4	-5.9	i	-7.2	-1.1	-0.1	-1.4	1.1	-0.6
Nc1cc(N)nc(SCC(=O)NCc2ccc3c(c2)OCO3)n1
  1.7	-11.9	i	-4.8	0.7	0.3	-3.1	13.8	-0.7
O=C(O)c1cc(NC(=O)C2CCCO2)cc(NC(=O)C2CCCO2)c1 (stereo not drawn)
  1.8	1.3	i	-10.1	-2.0	1.6	-10.5	-12.4	2.7
O=C(N/C(=C/c1cccc([N+](=O)[O-])c1)C(=O)N1CCOCC1)c1ccccc1Br
  5.5	3.6	i	-1.9	0.3	1.1	-1.6	-5.7	-1.7
CC(C)(C)NC(=O)Cn1c(SCC(=O)NC2CCCC2)nc2ccccc21
  4.4	3.4	i	-3.0	-0.2	-0.5	-2.4	-10.7	3.0
COc1ccc(C(=O)COC(=O)c2ccccc2C(=O)N(C)c2ccccc2)c(OC)c1
  2.4	40.1*	i	5.7	-0.9	0.4	-9.6	1.6	1.5
COc1nccnc1NS(=O)(=O)c1ccc(NC(=S)NC(=O)/C=C/c2ccccc2)cc1
  5.6	9.3	i	-8.7	-0.9	1.1	-7.9	45.5*	-1.7
C=C(CN(C)C)C(=O)c1ccc(C)cc1C
  3.5	-7.8	i	-5.6	-0.3	-0.2	-4.5	11.0	4.1
COC(=O)C1=C(C)N(Cc2ccccc2)C(=S)N[C@H]1c1ccc(Br)cc1
  2.8	13.9	i	24.4	0.5	0.4	-0.4	-61.9	-1.2
CC1(C)C(CC(=O)O)CC1C(=O)O (stereo not drawn)
  0.0	-8.0	i	-6.5	-0.1	1.2	5.6	1.1	-3.2
Cc1ccc(-c2nc(CS(=O)(=O)CC(=O)N3CCOCC3)c(C)o2)cc1
  1.8	3.6	i	-3.7	0.0	1.1	0.3	-3.4	0.2
CCC1(CC)C(C#N)C(=O)NC(=O)C1C#N (stereo not drawn)
  6.7	-4.2	i	-5.2	-0.1	-0.1	-0.6	15.9	-0.9
CCOC(=O)C(=NC1CCS(=O)(=O)C1)NNc1ccccc1Cl (stereo not drawn)
  -0.6	-2.5	i	3.3	-0.3	1.8	-3.6	15.0	-1.4
Cc1ccc([C@@H]2CC=C(C(=O)O)[C@H](c3ccc(Cl)cc3)N2S(=O)(=O)c2ccc(C)cc2)cc1
  0.6	-0.5	i	8.1	0.1	0.6	-1.0	4.3	1.7
CCOC(=O)C1CCN(C(=O)c2oc3ccc(S(=O)(=O)N4CCCCCC4)cc3c2C)CC1
  -0.3	-0.5	i	13.2	-0.1	-0.6	-1.5	-10.0	0.6
Cc1ccc2oc(C(=O)N(Cc3ccccc3)C3CCS(=O)(=O)C3)c(C)c2c1 (stereo not drawn)
  -0.5	6.8	i	19.1	-0.4	0.3	-3.4	-1.9	-0.9
CCCN(CCC)S(=O)(=O)c1ccc2c(c1)CCCN2C(C)=O
  -0.6	-3.2	i	-9.1	-0.7	-0.5	-1.0	5.9	-0.2

Taken from above:
Reading of Cc1ccc([C@@H]2CC=C(C(=O)O)[C@H](c3ccc(Cl)cc3)N2S(=O)(=O)c2ccc(C)cc2)cc1 under MLLE-PAM2 inh: 4.3
Reading of CCOC(=O)C1CCN(C(=O)c2oc3ccc(S(=O)(=O)N4CCCCCC4)cc3c2C)CC1 under FAS TE block: 13.2
